Source: PubChem BioAssay
AMA1-RON2 inh: qHTS for Inhibitors of AMA1-RON; Towards Development of Antimalarial Drug Lead: Primary Screen. Plasmodium falciparum AMA1 (3D7) - RON2 peptide interaction. AlphaScreen AMA1-biotinylated RON2 peptide binding. 360,000 tested, 0.2% active. Potency, µM (highest dose often 58.2 µM), for inactives: top-dose activity change, negative = inhibition, most hits filed as inhibitors. AID 720542, 2013;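 also: potency is read from the fitted curve at half-maximal effect; 0% = vehicle wells and -100% = peptide control; nearly all actives have a fitted effect of over 45% in size; some results filed as inactive show a strong effect at the top dose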
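AMA1 (3D7) with his tag at 25 nM final met compounds first, then biotinylated RON2 peptide at 25 nM; detection used donor plus acceptor beads, 10 µg/mL apiece, read by AlphaScreen after 30 min at room temperature.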
HCMV inh: qHTS Assay for inhibitors of the human cytomegalovirus (HCMV); activity change, negative = inhibition, % at 57.5 µM; AID 1259415, 2018; 410,000 tested, 4.5% active; HFF cells, HCMV-luciferase reporter, 72 h; stronger effect = lower value; in the data active = activity change below about -60%; inconclusive = no clear call, values can overlap the other calls; inactive = above about -39%
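Two-dose cell screen: HFF monolayers treated with compounds and infected with luciferase-expressing HCMV at 1 PFU/cell, 72 h at 37C, then lysed for luciferase measurement.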
Sm TGR inh: qHTS Assay for the Inhibitors of Schistosoma Mansoni Peroxiredoxins; Schistosoma mansoni thioredoxin glutathione reductase (TGR), Q962Y6; purified TGR, DTNB reduction, TNB absorbance 405 nm; Potency, µM (top dose mostly 114 µM), inactives show at the top dose activity change, negative = inhibition, hits mostly inhibitors; 360,000 tested, 3% active; also: potency is read from the fitted curve at half-maximal effect; nearly all actives have a fitted effect of over 60% in size
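First, TGR (20 nM dispensed) and NADPH were mixed with compound. Second, a 15 min room-temperature incubation followed. Third, further NADPH and then DTNB were added to start the reaction. Finally, TNB absorbance was monitored kinetically.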
AmpC inh detg: qHTS Inhibitors of AmpC Beta-Lactamase (assay with detergent). AmpC hydrolysis of nitrocefin, absorbance 480 nm, 0.01% Triton. Potency, µM (series often up to 114 µM), inactives show at the highest dose activity change, negative = inhibition, hits mostly inhibitors. 370,000 tested, 0.041% active;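 also: potency is read from the fitted curve at half-maximal effect; 0% = no-compound wells and -100% = no-enzyme wells; nearly all actives have a fitted effect of over 25% in size; some results filed as inactive show a strong effect at the top dose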
Target sequence (P00811 whole entry, looked up): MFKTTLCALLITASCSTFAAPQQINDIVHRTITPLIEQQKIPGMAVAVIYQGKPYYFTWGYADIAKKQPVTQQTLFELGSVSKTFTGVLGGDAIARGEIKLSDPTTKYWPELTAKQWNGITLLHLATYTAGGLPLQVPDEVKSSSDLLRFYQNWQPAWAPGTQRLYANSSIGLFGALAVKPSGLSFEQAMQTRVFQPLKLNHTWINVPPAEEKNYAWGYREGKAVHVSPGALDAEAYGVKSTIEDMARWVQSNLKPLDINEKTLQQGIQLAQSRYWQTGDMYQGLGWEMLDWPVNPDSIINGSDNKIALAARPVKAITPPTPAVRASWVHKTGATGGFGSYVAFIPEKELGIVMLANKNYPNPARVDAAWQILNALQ
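AmpC (5.3 nM in the dispensed reagent) in 20 mM phosphate pH 7.0 with 0.01% (detergent screen) or 0.0001% Triton X-100 was preincubated with compounds for 15 min at room temperature. Nitrocefin was then added from an 800 uM solution, and hydrolysis was followed at 480 nm.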
TbPYK inhibitor: qHTS of Trypanosoma Brucei Inhibitors; TbPYK enzyme, Kinase-Glo Plus ATP luminescence, 45 min; Potency, µM (series often up to 76.8 µM), without a hit: at the highest dose activity, negative = inhibition, actives largely listed as inhibitors; 410,000 tested, 0.12% active; AID 624173, 2012; also: potency is read from the fitted curve at half-maximal effect; nearly all actives have a fitted effect of over 50% in size
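Readout: single end-point luminescence (Kinase-Glo Plus, 10 min). Reaction conditions were TbPYK/substrate plus 130 uM ADP, 45 min at RT, pH 7.2 TEA buffer. No-enzyme wells served as controls, and data were normalized before concentration-response fitting.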
AmpC inh no detg: qHTS Inhibitors of AmpC Beta-Lactamase (assay without detergent) | AmpC nitrocefin hydrolysis, absorbance 480 nm, 0.0001% Triton | Potency, µM (series often up to 57.1 µM), inactives show at the top dose activity change, negative = inhibition, actives largely listed as inhibitors | 330,000 tested, 0.52% active | AID 485341, 2010;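 also: potency is read from the fitted curve at half-maximal effect; plate controls were no compound for no effect and no enzyme for full effect; nearly all actives have a fitted effect of over 20% in size; some results filed as inactive show a strong effect at the top dose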
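20 mM phosphate pH 7.0 + 0.01% (detergent screen) or 0.0001% Triton X-100; 5.3 nM AmpC reagent; cpd preinc 15 min RT; nitrocefin (800 uM stock) to start; A480 q20 s × 4 min; Activity was normalised to no-enzyme and no-compound control wells.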
LmPK inhibitor: qHTS Assay for Inhibitors of Leishmania Mexicana Pyruvate Kinase (LmPK); Q27686; purified LmPK, Kinase-Glo ATP luminescence, 1 h; Potency, µM (top dose mostly 57.5 µM), for the others: at the top dose activity change, negative = inhibition, hits mostly inhibitors; 290,000 tested, 0.37% active; AID 1721, 2009; also: potency is read from the fitted curve at half-maximal effect
Target sequence (Q27686 whole entry, looked up): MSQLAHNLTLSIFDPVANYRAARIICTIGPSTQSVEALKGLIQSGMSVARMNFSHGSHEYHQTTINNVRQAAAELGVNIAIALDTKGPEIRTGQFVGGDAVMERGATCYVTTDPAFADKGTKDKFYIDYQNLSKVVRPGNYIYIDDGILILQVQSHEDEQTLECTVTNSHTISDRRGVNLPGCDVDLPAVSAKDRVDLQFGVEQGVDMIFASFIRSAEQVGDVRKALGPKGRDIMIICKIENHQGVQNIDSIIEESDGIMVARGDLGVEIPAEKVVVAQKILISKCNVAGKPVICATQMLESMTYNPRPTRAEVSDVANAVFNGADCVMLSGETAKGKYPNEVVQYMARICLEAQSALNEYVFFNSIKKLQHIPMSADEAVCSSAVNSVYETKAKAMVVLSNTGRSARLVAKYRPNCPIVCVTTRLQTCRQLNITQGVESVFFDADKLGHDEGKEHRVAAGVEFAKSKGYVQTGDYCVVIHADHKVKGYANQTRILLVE
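0.1 nM LmPK, 0.5 mM PEP, 0.1 mM ADP; 50 mM imidazole pH 7.2, 7 mM MgCl2, 50 mM KCl; 1 h RT. Kinase-Glo luminescence readout, normalized to no-enzyme (full inhibition) and uninhibited wells.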
* = called active by the depositor; ? = inconclusive; nt = not tested or not shown; [ ] = dose if it differs, or a comment. Unless noted, calls follow the shape of the dose curve; as a rule, active = well fitted curve in the direction sought with a large enough effect; inconclusive = small, poorly fitted or top-dose-only effect, or another doubt; inactive = no such curve, though single readings can be large; an effect the other way counts as inactive or inconclusive. Unless noted, % is scaled to controls: 0 for no effect and ±100 for the full control effect.

cpd	Structure	AMA1-RON2 inh	HCMV inh	Sm TGR inh	AmpC inh detg
1	O=C(Cn1c(=O)n(Cc2ccco2)c(=O)c2ccccc21)Nc1ccc(Cl)cc1Cl	nt	-1	0%	20%
2	Cn1cc(C(=O)NCc2ccccc2Cl)c(=O)c2cc(S(=O)(=O)N3CCCCCC3)ccc21	nt	11	4%	2%
3	COc1ccc(C(c2nnnn2C2CCCC2)N2CCC3(CC2)C(=O)NCN3c2ccccc2)cc1 (stereo not given)	-7%	-18	nt	nt
4	CCOc1cc2sc(N3CCC(C(=O)Nc4ccc(CC)cc4)CC3)nc2cc1Br	nt	53	7%	14%
5	CC1(C)C(C=C(Cl)Cl)C1C(=O)N(Cc1ccccc1Cl)C1CCS(=O)(=O)C1 (stereo not given)	-5%	-4	-1%	2%
6	Cc1ccsc1/C=N/NC(=O)c1ccc2c(c1)OCCO2	20%	37	9%	7%
7	O=C(Nc1ccc(S(=O)(=O)NC2CCCC2)cc1)c1cnccn1	3%	-12	-1%	?
8	O=C(O)c1cccc(N/N=C/c2ccc(OC(F)(F)F)cc2)c1	-6%	47	7%	6%

cpd	TbPYK inhibitor	AmpC inh no detg	LmPK inhibitor
1	-3%	nt	nt
2	-6%	nt	nt
3	4%	nt	nt
4	-9%	nt	nt
5	2%	33%	0%
6	0%	-36%	22µM*
7	1%	16%	1%
8	-4%	-28%	-3%

Next part.
cpd	Structure	AMA1-RON2 inh	HCMV inh	Sm TGR inh	AmpC inh detg
9	Cc1cccc(C(=O)Nc2cc(S(=O)(=O)N3CCOCC3)ccc2N2CCCCC2)c1	6%[11.6 µM]	?	9%	-3%
10	COc1ccc(Cn2nnnc2C(c2cc3cccc(C)c3[nH]c2=O)N2CCOCC2)cc1 (stereo not given)	3%	27	-8%	?
11	COc1ccc(/C=C(\NC(=O)c2ccco2)C(=O)Nc2ccc(C(C)=O)cc2)cc1	-7%	17	-1%	1%
12	NC(=O)c1ccccc1N/C=C/C(=O)c1ccc(Cl)cc1	12%	69	0%	3%
13	CN(C(=O)CSc1cccc[n+]1[O-])C1CCCCC1	-7%	10	nt	nt
14	COc1ccc(C)cc1S(=O)(=O)N(C)CC(=O)NCc1ccco1	-7%	-7	32µM*	?
15	COc1cc(C(c2nnnn2C2CCCC2)N2CCN(C(=O)c3ccco3)CC2)cc(OC)c1OC (stereo not given)	-2%	19	-2%	-6%
16	CSCC[C@H](NC(=O)CC(C)(C)C)c1nc2ccccc2[nH]1	11%	-6	0%	-9%

cpd	TbPYK inhibitor	AmpC inh no detg	LmPK inhibitor
9	-9%	60%	nt
10	0%	-5%	-4%
11	0%	-16%	-12%
12	-11%	-26%	?
13	-13%	-19%	nt
14	-17%	60%	9%
15	1%	76%[activator]	-5%
16	6%	-12%	-1%

(more compounds)
cpd	Structure	AMA1-RON2 inh	HCMV inh	Sm TGR inh	AmpC inh detg
17	Cc1ccc(S(=O)(=O)CCC#N)cc1	-3%	-27	5%	2%
18	Cc1cccn(Cc2c(Cl)cccc2Cl)c1=O	6%	8	nt	nt
19	CCN(CC)c1ccc2cc(C(N)=O)c(=N)oc2c1	-1%	-2	nt	-4%
20	COc1ccc(C(=O)/C=C/c2ccc(-c3ccccc3)cc2)cc1CSCC(=O)O	nt	-2	-2%	-7%
21	COc1cc(OC)cc(C(=O)N2CCN(C(=O)COc3ccc4ccccc4c3)CC2)c1	-8%	71	-8%	-5%
22	Cc1cccc(C)c1NC(=O)C1(NC(=O)c2cnccn2)CCCCC1	0%	-32	0%	-13%
23	NS(=O)(=O)c1ccc(NC(=O)COC(=O)CCNC(=O)NC23CC4CC(CC(C4)C2)C3)cc1	-12%	13	7%	?
24	NC(=O)c1nsc(C(=O)N(c2ccccc2)C(C(=O)NC2CCCCC2)c2ccc(O)cc2)c1N (stereo not given)	-3%	-40	?	3%

cpd	TbPYK inhibitor	AmpC inh no detg	LmPK inhibitor
17	0%	1%	-11%
18	-3%	nt	nt
19	-1%	-5%	1%
20	nt	6%	-4%
21	7%	146%[activator]	2%
22	-3%	2%	2%
23	0%	-43%	2%
24	-2%	-34%	0%

In another format: entries from further up.
Each structure is followed by: AMA1-RON2 inh, HCMV inh, Sm TGR inh, AmpC inh detg, TbPYK inhibitor, AmpC inh no detg, LmPK inhibitor
16. CSCC[C@H](NC(=O)CC(C)(C)C)c1nc2ccccc2[nH]1
→ 11%, -6, 0%, -9%, 6%, -12%, -1%
17. Cc1ccc(S(=O)(=O)CCC#N)cc1
→ -3%, -27, 5%, 2%, 0%, 1%, -11%
18. Cc1cccn(Cc2c(Cl)cccc2Cl)c1=O
→ 6%, 8, nt, nt, -3%, nt, nt
19. CCN(CC)c1ccc2cc(C(N)=O)c(=N)oc2c1
→ -1%, -2, nt, -4%, -1%, -5%, 1%
20. COc1ccc(C(=O)/C=C/c2ccc(-c3ccccc3)cc2)cc1CSCC(=O)O
→ nt, -2, -2%, -7%, nt, 6%, -4%
21. COc1cc(OC)cc(C(=O)N2CCN(C(=O)COc3ccc4ccccc4c3)CC2)c1
→ -8%, 71, -8%, -5%, 7%, 146%[activator], 2%
22. Cc1cccc(C)c1NC(=O)C1(NC(=O)c2cnccn2)CCCCC1
→ 0%, -32, 0%, -13%, -3%, 2%, 2%
23. NS(=O)(=O)c1ccc(NC(=O)COC(=O)CCNC(=O)NC23CC4CC(CC(C4)C2)C3)cc1
→ -12%, 13, 7%, ?, 0%, -43%, 2%
24. NC(=O)c1nsc(C(=O)N(c2ccccc2)C(C(=O)NC2CCCCC2)c2ccc(O)cc2)c1N (stereo not given)
→ -3%, -40, ?, 3%, -2%, -34%, 0%

The list continues:
cpd	Structure	AMA1-RON2 inh	HCMV inh	Sm TGR inh	AmpC inh detg
25	O=C(c1cc(COc2ccc(F)cc2Cl)on1)N1CCc2ccccc2C1	10%	?	4%	2%
26	CC1=C(C(=O)OCc2ccccc2)C(c2cccc(F)c2)NC(=O)N1 (stereo not given)	4%	-18	4%	-9%
27	N#Cc1ccc(C23CC4(C2)[C@H](CN(Cc2ccc(C(F)(F)F)cc2)[C@@H]4c2ccccc2)C3c2ccc(C(F)(F)F)cc2)cc1 (stereo not given in full)	9%	?	-22%	1%
28	Cc1ccc(C)c(NS(=O)(=O)c2cc(C(=O)NCC3CCCO3)ccc2C)c1 (stereo not given)	-14%	?	0%	3%
29	CCCn1c(SCC(=O)Nc2ccc(S(=O)(=O)N(C)C)cc2)n[nH]c1=O	3%	?	4%	-10%
30	CCOC(=O)Cc1csc(N/N=C/c2cccc([N+](=O)[O-])c2)n1	-2%	13	-1%	6%
31	COc1cc(C)c(C(=O)Oc2cc(C)c(C(=O)O)c(O)c2C)c(O)c1C(=O)O	-12%	-14	1%	-6%
32	Cc1ccc(C2=NS(=O)(=O)N(C)C(C(=O)Nc3ccc4c(c3)OCO4)=C2)cc1	-9%	6	3%	?

cpd	TbPYK inhibitor	AmpC inh no detg	LmPK inhibitor
25	0%	-34%	5%
26	-1%	-24%	3%
27	-2%	-45%	-5%
28	-16%	-2%	-3%
29	1%	6%	4%
30	1%	-10%	-2%
31	?	-20%	nt
32	-6%	-40%	-1%

Following part
cpd	Structure	AMA1-RON2 inh	HCMV inh	Sm TGR inh	AmpC inh detg
33	CC1CN(Cc2nc3c(c(=O)n(C)c(=O)n3C)n2CCCO)CC(C)O1 (stereo not given)	34%[activator]	-4	1%	?
34	Cc1ccc(SCC(=O)Nc2ncc(C)s2)cc1	-13%	35	-12%	4%
35	CS(=O)(=O)N(CC(=O)NC1CC2CCC1C2)c1ccc(Oc2ccccc2)cc1 (stereo not given)	-24%	27	3%[57.1 µM]	-7%
36	O=C1C(=O)N(CCO)C(c2ccccc2[N+](=O)[O-])/C1=C(\O)c1ccccc1 (stereo not given)	-16%	57	-1%	2%
37	CCOc1ccccc1-n1nnnc1SCC(=O)NCc1ccco1	10%	-29	nt	4%
38	O=C(Cc1cccs1)N(c1ccccc1)C1C=CS(=O)(=O)C1 (stereo not given)	-13%	-36	-10%	0%
39	Cc1ccc(/C=N/NC(=O)C[n+]2ccccc2)s1	10%	17	3%	6%
40	CC(Sc1nnc(-c2ccncc2)n1C)C(=O)Nc1nccs1 (stereo not given)	-3%	4	-1%	-2%

cpd	TbPYK inhibitor	AmpC inh no detg	LmPK inhibitor
33	5%	-8%	-7%
34	-6%	-39%	-1%
35	-15%	76%[activator]	-5%
36	-2%	-14%	1%
37	5%	-15%	0%
38	-10%	-7%	-2%
39	3%	-13%	2%
40	6%	-3%	-1%

New compounds follow.
cpd	Structure	AMA1-RON2 inh	HCMV inh	Sm TGR inh	AmpC inh detg
41	COCCCn1c(SCC(=O)Nc2oc(C)c3c(C)n[nH]c(=O)c23)nc2sc3c(c2c1=O)CCC3	13%	14	-25%	?
42	CCOC(=O)c1[nH]c2cc3c(cc2c1NC(=O)CN1CCc2ccccc2C1)OCO3	0%	17	-22%	-7%
43	O=C(O)Cn1nc(-c2ccccc2)ccc1=O	8%	57	-26%	-11%
44	O=S(=O)(c1ccc(SCCOc2cccc(Br)c2)nc1)N1CCCC1	17%	-38	-16%	-1%
45	C/C(=N\NC(=O)c1cc(C)[nH]n1)c1ccc(-c2ccccc2)cc1	9%	-12	0%	-2%
46	Cc1ccc(Cn2c(CNS(=O)(=O)c3c(C)cc(C)cc3C)nc3cccnc32)cc1	nt	74	0%	2%

cpd	TbPYK inhibitor	AmpC inh no detg	LmPK inhibitor
41	1%	-14%	nt
42	2%	-12%	3%
43	-19%	-2%	-6%
44	-4%	-29%	nt
45	-8%	-35%	4%
46	-16%	nt	nt

Outcome played no part in choosing rows; about 7.4% have a hit in one of these screens.
